# IEC-6 cytotox = kills IEC-6 intestinal cells in KLF5 counter-screen. IEC-6 cytotoxicity, luminescence viability. inhibition, % at 5 µM. 0.78% of 290,000 active. AID 1825; in the data active means inhibition above about 22%;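 further: 0% = plate median of test compound wells and 100% = cytotoxic reference compound wells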
# HSF1 inh = HSF1 inhibition; NIH3T3-HGL HSE-luciferase, MG132-induced, luminescence 8 h; hits give low values; activity change, negative = inhibition, % at 7.5 µM (by protocol); 0.77% of 300,000 active;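 active means more than half of replicate wells show activity change below -50%, luminescence cut by over half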;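 further: luciferase reports HSF-1 transcriptional activity via heat shock element; 0% = median of DMSO wells and -100% = zero luminescence signal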
# aSyn 5UTR inh = MLPCN primary screen, SNCA 5' untranslated region; alpha-synuclein 5'UTR reporter, inhibitor activity; inhibition, % (tested at 7.5 µM); 0.82% of 300,000 active; AID 1813; in the data active means inhibition above about 60%;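 further: H4 neuroglioblastoma cells stably carrying SNCA 5'UTR luciferase fusion; 0% = DMSO wells and 100% = positive control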
# HIF activator = HIF pathway transcriptional activation. U2OS HRE-luciferase reporter, luminescence; normalized: DMSO 0%, desferrioxamine 100%. activation, % at 7.5 µM (by protocol). 0.32% of 300,000 active. AID 1910;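 active means mean activation of at least 10% of the iron chelator positive control signal, with at least half of replicates also reaching 10%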
# GSK3 alpha inh = inhibitors of human GSK-3 alpha kinase. P49840. ADP-Glo luminescence, 60 min. inhibition, % at 10 µM. 0.1% of 320,000 active. AID 2650;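 in the data active means inhibition above about 50%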;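 further: GST-tagged GSK-3 alpha with peptide substrate and 25 µM ATP; 0% = DMSO neutral wells and 100% = GW8510 positive control wells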
# Target sequence (P49840 whole entry, looked up): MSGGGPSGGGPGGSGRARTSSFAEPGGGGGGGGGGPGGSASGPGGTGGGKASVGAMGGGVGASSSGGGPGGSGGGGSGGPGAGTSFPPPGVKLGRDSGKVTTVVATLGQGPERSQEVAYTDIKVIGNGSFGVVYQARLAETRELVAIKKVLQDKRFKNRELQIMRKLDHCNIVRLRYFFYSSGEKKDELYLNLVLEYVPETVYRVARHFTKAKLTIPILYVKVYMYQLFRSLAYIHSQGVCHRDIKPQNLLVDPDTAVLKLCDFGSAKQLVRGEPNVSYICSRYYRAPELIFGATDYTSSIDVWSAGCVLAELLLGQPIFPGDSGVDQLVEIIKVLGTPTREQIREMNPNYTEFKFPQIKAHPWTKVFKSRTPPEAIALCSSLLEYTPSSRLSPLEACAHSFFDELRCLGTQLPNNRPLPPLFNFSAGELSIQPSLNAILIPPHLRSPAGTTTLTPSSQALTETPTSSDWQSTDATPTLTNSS
# HSP90 refold inh = blocks HSP90-mediated luciferase refolding in reticulocyte lysate; Rabbit reticulocyte lysate, luciferase refolding luminescence, 3 h; AID 1789; inhibition, % at 5.6 µM; 0.91% of 290,000 active;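 active means inhibition above the screen-wide mean plus 3 SD, computed separately per campaign, cut at about 16% in these data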;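 further: 0% = DMSO wells and 100% = 60 µM geldanamycin wells; inhibitors lower the luminescence because luciferase stays unfolded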
# AI-2 QS modul = Vibrio harveyi AI-2 quorum sensing modulation; Vibrio harveyi JMH597 AI-2 luminescence/OD600 ratio, 9 h; hits give low values; strain lacks LuxN and CqsS sensors; 0 = neutral-control median; activity change, % at 7.5 µM; 0.4% of 300,000 active; AID 2094; in the data active means activity change below about -75%, passing the limit was not always enough;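 further: luminescence divided by OD600 gain over 9 h not by final OD600 alone; inactives centre near 13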
# KLF5 inh = suppresses KLF5 promoter-driven expression | DLD-1 KLF5 promoter-luciferase reporter, luminescence | inhibition, % at 5 µM | 0.23% of 290,000 active;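 active means inhibition above a per-plate limit of that plate's mean compound inhibition plus 3 SD, cut at about 60% in these data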;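 further: 0% = DMSO wells and 100% = LY294002 at 200 µM; higher means less KLF5 promoter-driven luciferase light; inactives centre near -14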
# GSK3B inh = inhibitors of human GSK3beta kinase. 0.038% of 300,000 active. AID 2097. GST-GSK3beta kinase, ADP-Glo luminescence, 60 min; hits give low values. activity score (negative = inhibition), % at 10 µM. P49841;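 active means more than half of replicate wells score below -50%, meaning over 50% inhibition versus plate controls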;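 further: 0% = median DMSO wells and -100% = median GW8510 positive control wells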
# Target sequence (P49841 whole entry, looked up): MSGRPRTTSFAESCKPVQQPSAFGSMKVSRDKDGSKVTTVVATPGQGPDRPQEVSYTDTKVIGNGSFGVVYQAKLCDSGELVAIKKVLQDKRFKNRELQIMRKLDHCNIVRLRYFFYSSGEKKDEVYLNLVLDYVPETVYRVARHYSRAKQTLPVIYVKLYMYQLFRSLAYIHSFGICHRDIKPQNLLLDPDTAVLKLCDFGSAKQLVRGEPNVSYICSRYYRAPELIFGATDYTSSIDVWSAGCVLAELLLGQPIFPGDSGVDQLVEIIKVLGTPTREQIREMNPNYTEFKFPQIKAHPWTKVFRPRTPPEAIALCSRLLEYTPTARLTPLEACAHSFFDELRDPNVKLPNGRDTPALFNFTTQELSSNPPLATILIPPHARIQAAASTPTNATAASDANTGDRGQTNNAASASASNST
#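 test system = GST-tagged human GSK3beta kinase, cell-free | reagent = 25 µM ATP with peptide substrate | dosing = one dose of 10 µM per compound | schedule = 60 min reaction, RT | detection = luminescent ADP-Glo measurement of ADP formed | control set = DMSO neutral wells and GW8510 at 20 µM as positive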
# HSF-1 act = increases HSF-1 driven luciferase reporter signal | NIH3T3-HGL HSF-1 luciferase reporter, MG132, 8 h; 100% = twice DMSO control signal | activation, % at 9 µM | 1.7% of 300,000 active;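 active means mean replicate activation of at least 50% with a set share of replicates each reaching 50%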;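 further: 0% = median of the neutral control wells and 100% = twice that signal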
# Active calls of the source: *; / = not tested or not shown.
SMILES,IEC-6 cytotox,HSF1 inh,aSyn 5UTR inh,HIF activator,GSK3 alpha inh,HSP90 refold inh,AI-2 QS modul,KLF5 inh,GSK3B inh,HSF-1 act
COC(=O)/C=C1\SC(=NC(=O)c2ccc(OC)cc2)NC1=O,-6,-1,0,-0.1,1,2,24,-11,2,10
Cc1nn(CC(=O)N(C)C2CCS(=O)(=O)C2)c(C)c1[N+](=O)[O-] (stereo unspecified),/,0,0,1.6,0,/,12,/,1,-21
O=C(NCCCn1ccnc1)c1cc(S(=O)(=O)N2CCOCC2)ccc1F,0,3,15,-0.3,-1,1,18,-8,2,37
COc1ccc(N2CCN(C(=O)Cn3nnc(-c4ccc(N(C)C)cc4)n3)CC2)cc1,-2,0,12,0.0,0,2,7,-22,-2,-4
Cc1ccc(S(=O)(=O)NCC2CCC(C(=O)NCc3cccs3)CC2)cc1 (stereo unspecified),-1,1,-28,0.3,-2,-4,18,-2,-3,10
COc1cccc(C(C)NC(=O)Nc2cccc(C(F)(F)F)c2)c1 (stereo unspecified),4,-5,17,-0.2,-1,3,38,-6,2,11
O=C(Nc1ccccc1C(=O)NCCCN1CCOCC1)c1ccc(Cl)cc1,10,-5,-1,0.0,2,-3,23,-6,1,2
C/C(=N/Nc1nc(-c2ccccc2)cc(-c2ccc(F)cc2)n1)c1cccc(N)c1,-8,13,-26,0.9,-1,6,10,5,-3,16
CC12CN3CC(C)(CN(C1)C3c1ccccc1Cl)C2O (stereo unspecified),7,-8,12,-0.2,/,1,11,-7,1,-6
Fc1cccc(Cl)c1CSc1ncn[nH]1,-4,-2,-6,0.1,-1,-1,-4,-3,1,5
N#C/C(=C(/O)c1ccc([N+](=O)[O-])cc1)c1nc2ccccc2[nH]1,1,-3,-14,0.2,0,7,2,-15,2,13
COc1ccc(C(=O)Nc2c(N)nc(SCC(=O)c3ccccc3)[nH]c2=O)cc1,6,-2,8,-0.4,-1,5,4,14,1,-10
COc1ccc(CNC(=O)CN(c2ccccc2)S(=O)(=O)N(C)C)cc1,-5,/,-7,0.0,7,-1,4,-15,-2,/
COC(=O)NNC(=O)c1ccc(C)cc1,-1,-3,22,0.0,-2,-4,8,-24,2,21
O=S(=O)(Nc1ccc2nc(C(F)(F)F)[nH]c2c1)c1ccccc1,2,/,-24,0.0,2,-1,13,-17,-1,/
COc1ccc(Br)cc1S(=O)(=O)n1c([N+](=O)[O-])cnc1C,-1,-4,0,-3.5,0,0,14,-28,1,-6
COc1cccc(NC(=O)N2CCN(c3ccc(C(F)(F)F)cn3)CC2)c1,0,18,-12,0.6,4,1,5,-6,0,15
Cc1cccc(N=Nc2c(C)c(C#N)c(O)[nH]c2=O)c1,-6,21,-15,-0.2,3,2,-1,-17,-2,54*
Cc1ccc(CNC(=O)CCc2c(C)nc3ncnn3c2C)cc1,3,-1,14,-0.1,1,0,22,-11,-6,-7
O=C(CN(C(=O)C1CSC(=O)C1)c1ccc(F)cc1)NCc1ccc2c(c1)OCO2 (stereo unspecified),0,1,7,-0.1,1,2,4,-2,0,12
COc1ccc(CN2CNc3c(c(=O)n(C)c(=O)n3C)C2)cc1,-2,2,4,0.0,-1,1,16,8,2,9
O=[N+]([O-])c1ccccc1/C=N/n1c(C2CCCCC2)n[nH]c1=S,2,-3,-26,0.4,47,-2,19,-20,-29,10
CC(C)C(=O)Nc1nnc(SCC(=O)NCc2ccco2)s1,0,-2,-10,0.2,-2,0,6,-13,3,12
COc1cc2ncnc(NCc3ccc(C)cc3)c2cc1OC,16,0,14,0.1,-1,0,35,13,2,4
COc1cccc(N(CC(=O)NC2CCCC2)C(=O)CCCC(=O)Nc2ccccn2)c1,-1,-3,3,0.0,1,-2,35,-26,-3,-3
CN(CC1CCCN(CCc2cccc(C(F)(F)F)c2)C1)C(=O)c1ccco1 (stereo unspecified),10,-5,5,-0.2,2,5,-10,-2,0,14
C=C(C)CNC(=S)NNC(=O)CCn1c2ccc(Cl)cc2c2cc(Cl)ccc21,6,5,52,-0.1,0,-1,27,-9,-2,3
CCCn1c(SCC(=O)c2cc(OC)ccc2OC)nnc1-c1ccco1,0,6,4,-5.3,-1,1,16,-14,2,6
Cc1cc(-c2nnc(SCC(=O)Nc3ccc(F)cc3F)n2N)n[nH]1,0,1,-13,-0.2,-6,-3,21,-17,2,1
c1ccc(-c2ccccc2OCCOCCN2CCc3ccccc3C2)cc1,7,-7,-34,0.0,0,-2,12,3,1,-3
Cc1c(S(=O)(=O)NC2CCCCC2)c(=O)n(C)c(=O)n1C,/,-1,-2,-0.2,-1,/,-12,/,1,3
COc1ccc(S(=O)(=O)Cc2ccc(C(=O)N3CCN(c4ccccn4)CC3)o2)cc1,7,-1,2,/,-1,1,12,-4,-1,-4
COc1ccc(C2CC(c3cccs3)=NN2c2ccc(F)cc2)cc1OC (stereo unspecified),-6,5,-34,0.7,-2,1,3,-20,0,23
COc1ccc(OC)c(CCNC(=O)CCCC(=O)n2ncc3cc(C)ccc32)c1,0,0,-21,0.1,-2,-5,14,-23,-2,17
COc1ccc(Cl)cc1S(=O)(=O)Nc1noc2ccccc12,7,-3,6,0.0,-1,3,28,-4,-3,-7
CCOC(=O)c1c(NC(=O)c2ccc(C)cc2)sc2c1CC(C)(C)OC2,-3,-8,-16,0.1,-3,0,15,-23,0,19
CCc1cc(C(=O)OC)c(NC(=O)CC2Nc3cc(C)c(C)cc3NC2=O)s1 (stereo unspecified),-2,0,4,-0.1,-3,1,22,-20,4,-1
O=S(=O)(Nc1ccccn1)c1cc(Cl)ccc1Cl,1,-3,1,0.7,0,-1,8,-4,0,10
COc1ccc(C(=O)Nc2nc(-c3ccccc3)c(C(C)=O)s2)c(OC)c1,-5,-3,15,-0.4,0,2,8,-2,-2,-6
CN(CC(=O)O/N=C(\N)c1ccc(Br)cc1)S(=O)(=O)c1ccccc1,0,3,-28,0.2,4,-3,-4,-13,5,11

# An excerpt from above, reduced to IEC-6 cytotox, HSF-1 act and HSP90 refold inh:
smiles | IEC-6 cytotox | HSF-1 act | HSP90 refold inh
CC(C)C(=O)Nc1nnc(SCC(=O)NCc2ccco2)s1 | 0 | 12 | 0
COc1ccc(CN2CNc3c(c(=O)n(C)c(=O)n3C)C2)cc1 | -2 | 9 | 1

# Next section
SMILES,IEC-6 cytotox,HSF1 inh,aSyn 5UTR inh,HIF activator,GSK3 alpha inh,HSP90 refold inh,AI-2 QS modul,KLF5 inh,GSK3B inh,HSF-1 act
CCCN(CCC)C(=O)CCSCCC(=O)N(CCC)CCC,-2,-6,7,0.0,0,-3,11,-2,3,16
COc1ccc(NC(=O)NC2CC3CCCC(C2)N3Cc2ccccc2)cc1 (stereo unspecified),3,-4,3,0.6,0,4,9,-15,-3,-3
COc1ccc(C2=NN(C(=O)CCC(=O)O)C(c3ccc(OC)c(OC)c3)C2)cc1 (stereo unspecified),4,0,4,-0.3,0,-1,12,-21,-3,-1
O=C(CCN1C(=O)/C(=C/c2ccccc2Cl)SC1=S)Nc1ccccn1,-1,-1,3,-0.1,-3,8,14,-21,-2,13
Cc1ccc(S(=O)(=O)CC#CCOC(=O)c2ccc([N+](=O)[O-])cc2)cc1,-2,2,14,0.8,-1,0,23,0,0,18
O=C(O)COc1ccccc1/C=N/NC(=O)c1ccc2c(c1)OCCO2,4,-60*,1,0.4,-1,1,11,4,23,-67
Cc1nc([N+](=O)[O-])cn1CCC#N,5,-7,0,-0.5,-1,1,10,7,3,8
CC(C)(C)C(CN1CCCC1)OC(=O)c1ccccc1 (stereo unspecified),-3,-80*,-3,0.4,-2,-2,19,-18,3,-84
Cc1cc(C)n(C(=O)c2ccc(S(=O)(=O)N3CCCC3)cc2)n1,-2,1,9,0.1,-1,-8,10,-14,-2,8
O=S(=O)(c1ccc(S(=O)(=O)N(Cc2ccc(F)cc2)C2CCCC2)cc1)N1CCCC1,6,-9,17,-1.4,/,0,9,-2,3,14
CCc1ccc(OC(C)c2nnc(SCC(=O)Nc3ncccc3C)n2C)cc1 (stereo unspecified),-2,1,22,-0.1,-2,1,10,5,5,-5
COc1ccc(/C=C2\CCCC3C2=NN(C(=O)CSc2ncn[nH]2)C3c2ccc(OC)cc2)cc1 (stereo unspecified),10,-1,27,-0.4,-2,5,12,-29,1,22
O=C1NC(c2cccc(Br)c2)=N/C1=C\c1ccco1,-1,3,-106,3.0,-3,-8,24,12,2,6
Cc1cc(C)cc(NC(=O)COC(=O)c2cc(C)oc2C)c1,2,1,10,-1.8,-2,6,-17,21,-4,-10
CCC(C(=O)N1CCN(C(=O)c2ccco2)CC1)c1ccccc1 (stereo unspecified),2,-6,-6,-0.5,-1,4,24,3,-5,2
CSCC[C@H](NC(=O)N1CCn2c1nc1ccccc12)C(=O)NCc1ccco1,-7,-4,20,-0.1,-2,-4,3,-24,-4,7
COc1ccc(OC)c(C(=O)c2ccc(C(=O)Nc3ccc4ccccc4c3)cc2)c1,0,-4,-44,0.9,1,1,12,-7,0,4
CCOc1cc(C=O)cc(Br)c1OCC(N)=O,6,0,6,-0.2,1,-2,10,-6,0,4
CN1CCN(C(=O)c2ccc(-n3cccn3)nc2)CC1,-3,0,-13,0.2,-3,-1,5,-21,1,-1
Cc1ccc2nc(SCC(=O)N3CCC(Cc4ccccc4)CC3)nc(=O)n2c1,/,2,-10,0.2,/,/,8,/,1,15
CCCCCC(=O)Nc1ccccc1N1CCOCC1,1,-2,44,-0.7,-3,0,14,-23,-3,-12
CC(=O)N1CC(=O)N(Cc2ccccc2)/C(=C/c2ccccc2)C1=O,-5,6,19,-0.3,2,-2,3,-18,2,17
c1ccc2sc(Cc3nnc4n3CCCCC4)nc2c1,-5,5,-13,0.2,-2,-3,9,-7,2,13
Cc1ccc(-n2c(C)nnc2SCC(=O)NC2CCCC2)cc1,-3,-2,-13,0.0,-1,0,16,-22,-8,-17
Cc1ccc(C(=O)NCC(c2ccco2)N2CCc3ccccc32)cc1 (stereo unspecified),/,15,-5,-7.8,-2,/,21,/,1,21
O=C(c1ccccc1-c1nc2ccccc2[nH]1)N1CCOCC1,1,-2,-4,-0.1,-4,-1,11,-23,-1,9
COc1ccc(-c2[nH]ncc2/C=N/NC(=O)c2ccncc2)c(OC)c1,9,-6,-2,0.6,5,-1,12,-22,-2,-8
COc1ccc(C)cc1NC(=O)CSc1ccc(Cl)cc1,1,13,0,0.0,0,1,35,-9,1,32
O=C(Oc1ccccc1C(=S)N1CCOCC1)c1cccc([N+](=O)[O-])c1,-1,0,4,-0.4,-3,-1,18,-14,-2,30

# One compound at a time (already shown). Screens in order: IEC-6 cytotox | HSF1 inh | aSyn 5UTR inh | HIF activator | GSK3 alpha inh | HSP90 refold inh | AI-2 QS modul | KLF5 inh | GSK3B inh | HSF-1 act
# Results for `COc1ccc(C)cc1NC(=O)CSc1ccc(Cl)cc1` → 1 | 13 | 0 | 0.0 | 0 | 1 | 35 | -9 | 1 | 32
# Results for `O=C(c1ccccc1-c1nc2ccccc2[nH]1)N1CCOCC1` → 1 | -2 | -4 | -0.1 | -4 | -1 | 11 | -23 | -1 | 9

# Bioassay records: PubChem BioAssay, several laboratories
